MCF10A rerep: induces DNA re-replication in MCF 10a normal breast cells; hit rate 2.9% among 350,000; Potency, µM (highest dose often 46.1 µM), for inactives: top-dose activity, positive = re-replication, most hits filed as activators; MCF 10A DNA re-replication, Hoechst nuclear intensity, 48 h; also: potency is read from the fitted curve at half-maximal effect; % of control where 0% means no effect; nearly all actives have a fitted effect of over 50% in size
Nrf2 activator: activators of Nrf2 (ARE) signaling; AREc32 ARE-luciferase reporter (MCF7-derived line), luminescence, 24 h; Potency, µM (top dose mostly 46.1 µM), inactives show top-dose activation, actives largely listed as activators; hit rate 0.31% among 410,000; also: potency is read from the fitted curve at half-maximal effect; % of control where 0% means no effect; nearly all actives have a fitted effect of over 65% in size
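Quantitative high-throughput format: AREc32 reporter cells, 1000 per well, received compound by pin transfer and were incubated 24 hr at 37 deg C, 5% CO2, before Steady-Glo luminescence detection.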
ATXN2 expr inh: reduces ATXN2 reporter expression in HEK-293 cells. HEK-293 ATXN2-luciferase reporter, luminescence, 24 h. hit rate 0.72% among 360,000. Potency, µM (doses to about 57 µM), for the others: top-dose activity change, negative = inhibition, hits mostly inhibitors. AID 1745845; also: potency is read from the fitted curve at half-maximal effect; % is scaled to controls: 0 for no effect and ±100 for the full control effect; nearly all actives have a fitted effect of over 55% in size
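qHTS (up to 57 uM final) was run with 24 h compound exposure of reporter cells at 37 °C. Each well was multiplexed: SteadyGlo luminescence measured ATXN2-luciferase expression after a fluorogenic Gly-Phe-AFC viability readout (25 uM final).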
IL-1B inflam inh: inhibitors of inflammasome signaling (IL-1 beta secretion); AID 743279; hit rate 4.7% among 360,000; activity change, % at 57.5 µM; THP-1 LPS/ATP IL-1B secretion, AlphaLISA, 16 h; active compounds read low; in the data active = activity change below about -50%; inconclusive = mostly about -30% to -49%; also: % is scaled to controls: 0 for no effect and ±100 for the full control effect
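THP-1 cells pretreated 1 hr with compounds (up to 57.5 uM final), then stimulated with LPS (250 ng/mL final) plus ATP (1.25 mM final); secreted IL-1B measured by AlphaLISA after 16 hr, decreased signal indicating inhibition.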
S2 tox: reduces viability in counter-screen for ATXN expression inhibitors; S2 cells (HEK-293 line with an ATXN2-luciferase reporter) viability, CellTiter-Fluor protease fluorescence, 24 h; Potency, µM (titrated, usually from 56.7 µM), most hits filed as cytotoxic; hit rate 0.49% among 400,000; also: potency is read from the fitted curve at half-maximal effect; nearly all actives have a fitted effect of over 40% in size
Nrf2 inh: blocks Nrf2 signaling. A549 ARE-Fluc reporter, luciferase luminescence, 18-24 h. Potency, µM (top dose mostly 46 µM), inactives show at the highest dose activity change, negative = inhibition, usual class: inhibitors. hit rate 2.1% among 360,000. AID 504444; also: potency is read from the fitted curve at half-maximal effect; % is scaled to controls: 0 for no effect and ±100 for the full control effect; nearly all actives have a fitted effect of over 60% in size
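Nrf2 activity is the BugLite luminescence, read 15 min after reagent at room temperature, following CellTiter-Fluor cytotoxicity readout (30 min, 37C). Compound titrations were applied for 18-24 h to 5000 A549 ARE_Fluc cells/well in 5% FBS OPTI-MEM.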
A549 viability: counter-screen for Nrf2 inhibitors: cytotoxicity in A549 cells; A549 ARE-Fluc cells, CellTiter-Fluor viability, 18-24 h; Potency, µM (titrated, usually from 46 µM), without a hit: at the top dose activity change, negative = cytotoxicity, actives largely listed as inhibitors; hit rate 0.16% among 390,000; AID 504648; also: potency is read from the fitted curve at half-maximal effect; % is scaled to controls: 0 for no effect and ±100 for the full control effect
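Cytotoxicity counterscreen: CellTiter-Fluor fluorescence was measured in A549 ARE_Fluc cells after 18-24 h of compound exposure in a concentration series. The subsequent BugLite luminescent read reports ARE-luciferase activity.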
HepG2 viability: HepG2 cytotoxicity, counter-screen for TGF-b inhibitors; HepG2 CAGA-GFP viability, ATP luminescence, 18 h; Potency, µM (highest dose often 46.1 µM), inactives show at the top dose activity change, negative = cytotoxicity, actives largely listed as cytotoxic; hit rate 0.76% among 410,000; AID 588856; also: potency is read from the fitted curve at half-maximal effect; some results filed as inactive show a strong effect at the top dose
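CellTiter-Glo luminescence gave cytotoxicity after 18 hours at 37 degrees C. The cells were HepG2 CAGA-GFP in 1% FBS DMEM, stimulated with 500 pg/mL TGF-beta after compound addition. %Activity was normalised to no-cell wells (complete cell-killing) and DMSO (no toxicity), and curves were fitted and classified.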
TGFb inhibitor: inhibitors of TGF-b signaling. hit rate 1.2% among 410,000. Potency, µM (highest dose often 46.1 µM), without a hit: top-dose activity, negative = inhibition, usual class: inhibitors. HepG2 CAGA-GFP TGF-b/SMAD3 reporter, GFP fluorescence, 18 h; TGF-beta stimulated, 500 pg/mL final; also: potency is read from the fitted curve at half-maximal effect; % is scaled to controls: 0 for no effect and ±100 for the full control effect; nearly all actives have a fitted effect of over 65% in size
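TGF-beta reporter screen: HEPG2 CAGA-GFP, 1% FBS, 500 pg/mL TGF-beta final, 18 h; per-cell GFP summed per well; curves fitted and categorized by class.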
Starred values were filed as active, the others as inactive; i = inactive; ? = inconclusive; . = no result given; [ ] = dose if it differs, or a comment. Unless noted, calls follow the shape of the dose curve; as a rule, active = well fitted curve in the direction sought with a large enough effect; inconclusive = small, poorly fitted or top-dose-only effect, or another doubt; inactive = no such curve, though single readings can be large; an effect the other way counts as inactive or inconclusive. Not a hit list. Share with any hit: about 8.8%.

SMILES	MCF10A rerep	Nrf2 activator	ATXN2 expr inh	IL-1B inflam inh	S2 tox	Nrf2 inh	A549 viability	HepG2 viability	TGFb inhibitor
CN(C)C(=O)Cn1c(SCC(=O)NC2CCCCC2)nc2ccccc21	-3%	0.2%	1%	11	i	-15%	0%[1.84 µM]	-3%	-2%
CCN1C(=O)/C(=C2/Sc3ccccc3N2CC)SC1=S	-6%	0.5%	.	0	i	5%	-3%	-1%	7%
Cc1ccc(S(=O)(=O)Nc2ccc3c(c2)CC(=O)N([C@H](C)CO)C[C@@H](C)[C@H](CN(C)Cc2ccc(-c4ccccc4)cc2)O3)cc1	?	-1.9%	?	-26	22µM*	?	-10%	-93%	11µM*
CCN(CC)C(=O)C1=C(C)N(CCCOC)C(=O)C(CC(=O)NCCCCc2ccccc2)C1 (stereo unspecified)	.	-0.6%	6%	7	i	.	.	-2%	1%
Cc1cccc(C(=O)OCC(=O)c2ccc3c(c2)OCO3)c1O	-6%	-0.9%	77%[activator]	0	i	17%	-2%	-1%	?
O=C(O)CC(SCc1ccc(C(=O)O)o1)C(=O)O (stereo unspecified)	1%	-0.5%	3%	0	i	-6%	4%	-7%	1%
CCOc1cc(CN2CCN(c3ncccn3)CC2)ccc1OC	1%	-1.1%	-21%	0	i	-24%	4%	-2%	6%
COc1ccc(C(=O)n2c(-c3ccco3)nc3ccccc32)cc1	8.9µM*	0.4%	1%	-6	i	?	?	-30%	-12%
COc1ccc(C(=O)Nc2ccnn2C2CCN(CC3CC=CCC3)CC2)cc1 (stereo unspecified)	-4%	0.4%	7%	0	i	7%	-9%	12%	13%
Cc1nc2[nH]c(=O)c3c(n2n1)NC1=C(C(=O)CC(C)(C)C1)C3c1ccccc1 (stereo unspecified)	0%	0.4%	2%	?	i	2%	-8%	-2%	-2%
Cn1c(SCC(=O)c2c(N)n(C)c(=O)n(C)c2=O)nnc1-c1ccc(F)cc1	10%	0.0%	-8%	15	i	-3%	-2%	-24%	?
COc1ccc(S(=O)(=O)NCc2ccc3c(c2)CCN3C(=O)c2ccc(C)cc2)cc1Cl	.	5.7%	.	.	.	.	-25%	-28%	-9%
CC[C@]12c3[nH]c4cc(CCC(=O)N(C)C)ccc4c3CCN1C(=O)[C@@H](CC(=O)NCc1ccco1)C[C@@H]2C(=O)N1CCN(C(=O)c2ccco2)CC1	-31%[inhibitor]	9.3%	0%	-6	i	11%	9%	15%	4%
COc1cc(OC)cc(C(=O)NNc2nc3cc4c(cc3s2)OCO4)c1	3%	9.1%	-21%	-27	i	-4%	-4%	-34%	1%
Cc1nc(CNS(=O)(=O)c2cc(F)ccc2F)cs1	-15%	-0.6%	8%	1	i	4%	11%	-10%	-3%
CCOC(=O)CC(=O)CSc1nnc2c(n1)[nH]c1ccccc12	?	3.3%	21%	27	i	18%	?	-20%	-4%
Cc1cccc(NC(=O)CSc2nc3ccccc3nc2N2CCC(C)CC2)c1	.	-1.1%	36%[activator]	.	?	?	-12%	-11%	-2%
CCN1CCN(C(CCc2ccccc2)C(=O)NC2CCCCC2)CC1 (stereo unspecified)	.	-0.7%	5%	0	i	.	.	-17%	0%
O=C(NN=C1CCCC1)c1ccn[nH]1	-1%	1.8%[9.22 µM]	13%	0	i	14%	5%	-1%	-14%
CCN(CC)CCN(C(=O)c1ccc2c(c1)OCCO2)c1nc2cc3c(cc2s1)OCO3	0%	0.4%	-8%	-28	i	9%	3%	-22%	8%
O=C(CCCn1cnc2ccccc2c1=O)Nc1ccccc1F	-5%	3.1%	-21%	32	?	11%	2%	6%	6%
COc1ccc2c(c1)c1c(c(=O)n(Cc3ccccc3)c(=O)n1Cc1cccc(Cl)c1)n2C	.	-0.1%	2%	.	i	?	0%	1%	20%
Cc1c(Cl)cccc1NC(=O)Cn1nnc(-c2nc(-c3ccccc3)no2)c1N	.	3.5%	.	.	.	?	13%	0%	.
COC(=O)NCC(c1cccnc1)N1CCN(c2ccccc2F)CC1 (stereo unspecified)	-1%	2.8%	1%	6	i	2%	5%	-44%	-4%
C=CCNC(=O)C(C(=O)OCC)C1CCCCC1 (stereo unspecified)	-12%	-0.1%	-4%	-16	i	-5%	-13%	0%	-5%
(list continues)
SMILES	MCF10A rerep	Nrf2 activator	ATXN2 expr inh	IL-1B inflam inh	S2 tox	Nrf2 inh	A549 viability	HepG2 viability	TGFb inhibitor
O=C(N/N=C/c1c(Cl)cccc1Cl)c1ccc(F)cc1	-15%	?	27%	23	i	.	-1%	-4%	-18%
CC1(C)CCc2cc(-c3ccnc(=S)[nH]3)ccc2O1	0%	4.4%	40%[activator]	6	i	?	-1%	26%	44%[activator]
CC(=O)NS(=O)(=O)c1ccc(NC(=O)C2c3ccccc3Oc3ccccc32)cc1	-12%	-0.6%	-1%	0	i	11%	-1%	8%	0%
Cc1ccc(S(=O)(=O)NC(=O)C2(C)CCN2C(=O)Cc2cccs2)cc1 (stereo unspecified)	.	0.3%	12%	-1	i	.	.	-8%	2%
CC1CCN(CC[C@H]2CCCN2S(=O)(=O)c2cccc(O)c2)CC1	-2%	-0.3%	-11%	?	i	9%	-1%	5%	24%
COc1cccc(CN(C)C(=O)[C@@H](NC(=O)c2ccc(C)cc2)C(C)C)c1	9%	0.4%	-9%	-20	i	3%	3%	-8%	0%
C/C(=N\Nc1nc2ccccc2[nH]1)c1ccc(C)o1	8%	21%	55%[activator]	-81*	i	7%	-2%	-13%	-3%
COc1ccc(OC)c(S(=O)(=O)n2nc(C)cc2C)c1	9%	-0.1%	-12%	-1	i	-11%	-5%	-2%	2%
CNS(=O)(=O)c1ccc(NCC2COc3ccccc3O2)c([N+](=O)[O-])c1 (stereo unspecified)	?	4.8%	8%	-19	?	-18%	-5%	-11%	0%
Cc1ccc(S(=O)(=O)N[C@@H](Cc2ccccc2)C(=O)N2CCC(C(=O)N[C@H](C(=O)O)C(C)O)CC2)cc1 (stereo partly specified)	16%	-0.7%	7%	4	i	-6%	3%	-2%	-3%
COc1ccc(OC)c(S(=O)(=O)Nc2ccc3c(c2)OCCO3)c1	.	0.4%	.	-20	.	.	.	5%	8%
C=CCn1c(COc2ccc(F)cc2)nnc1SC(C)C(=O)NCC1CCCO1 (stereo unspecified)	13%	0.7%	-5%	-11	i	-16%	0%	1%	-3%
CC[C@H]1C(c2ccc(F)cc2)=NN(c2ccccc2)[C@@H]1CO	6.5µM*	5.8%	-15%	-17	.	?	13%	-39%	?
O=C(CSc1nnc(CNC(=O)c2c(F)cccc2Cl)o1)NCc1ccc2c(c1)OCO2	-1%	-0.4%	-27%	-18	i	-12%	-7%	1%	-2%
CC(C)Cc1nnc(NC(=O)c2cc(-c3ccncc3)nc3ccccc23)s1	-14%	1.9%	-5%	26	i	2%	0%	-19%	-6%
O=C(CSCc1cnn(-c2ccccc2)c1-n1cccc1)NCC1CCCO1 (stereo unspecified)	-8%	0.0%	-5%	-5	?	-2%	-4%	-10%	-3%
Cc1ccc(CC(=O)Nc2nncs2)cc1	-1%	0.1%	-5%	15	i	?	5%	-2%	4%
Cc1ccc(Nc2nc3c(c(=O)[nH]c(=O)n3C)n2Cc2ccc(F)cc2)cc1	12%	3.0%	22%	1	i	.	0%	4%	?
COc1ccc(C(=O)Nc2ccc(N3CCOCC3)cc2)cc1S(=O)(=O)NC1CCCC1	7%	2.4%	-11%	-10	i	-19%	2%	1%	-1%
O=S(=O)(c1ccc(SCCOc2ccc(Br)cc2)nc1)N1CCCC1	7%	0.5%	-38%	-14	i	16µM*	3%	-15%	-5%
C[C@@H]1CN([C@H](C)CO)C(=O)CCCn2nncc2CO[C@H]1CN(C)Cc1ccc2c(c1)OCO2	.	-0.6%	-3%	28	i	.	.	5%	9%
CSc1ncc(C(=O)Nc2ccccc2C(=O)c2ccccc2)c(C)n1	.	8.2%	6%	.	i	7%	10%	13%	3%
O=S(=O)(NC1=NCCC1)c1cccc(NC(=S)NCCc2ccccc2)c1	-2%	4.3%	0%	20	i	4%	0%	-19%	2%
Cc1cc(C)cc(NC(=O)c2cccc(N3C(=O)C4C5C=CC(C5)C4C3=O)c2)c1 (stereo unspecified)	7%	-0.6%	-6%	-11	i	?	0%	-7%	-7%
CC(=O)Nc1ccc(NC(=O)/C=C/c2cccc(C(F)(F)F)c2)cc1	-6%	4.2%	-14%	9	i	6%	-12%	8%	2%

Some of the entries above, set out differently.
structure,MCF10A rerep,Nrf2 activator,ATXN2 expr inh,IL-1B inflam inh,S2 tox,Nrf2 inh,A549 viability,HepG2 viability,TGFb inhibitor
CC(C)Cc1nnc(NC(=O)c2cc(-c3ccncc3)nc3ccccc23)s1,-14%,1.9%,-5%,26,i,2%,0%,-19%,-6%
O=C(CSCc1cnn(-c2ccccc2)c1-n1cccc1)NCC1CCCO1 (stereo unspecified),-8%,0.0%,-5%,-5,?,-2%,-4%,-10%,-3%

(listing goes on)
SMILES	MCF10A rerep	Nrf2 activator	ATXN2 expr inh	IL-1B inflam inh	S2 tox	Nrf2 inh	A549 viability	HepG2 viability	TGFb inhibitor
CCOc1ccc(N(C(=O)c2snc(C(N)=O)c2N)C(C)C(=O)NC2CCCCC2)cc1 (stereo unspecified)	?	1.7%	-6%	?	i	-10%	-10%	-14%	-4%
Cc1c(NC(=O)COC(=O)/C=C/c2ccccc2Br)c(=O)n(-c2ccccc2)n1C	10%	-0.4%	-4%	?	i	13%	4%	-12%	-12%
COc1ccccc1NC(=O)c1oc2ccccc2c1NC(=O)Cc1ccccc1	.	-0.8%	-8%	.	i	-15%	4%	-27%	0%
Cc1ccc(S(=O)(=O)N2[C@@H](c3ccc(Cl)cc3)C(C(=O)O)=CC[C@H]2c2cccc(C)c2)cc1	22%	-0.7%	4%	0	i	?	-19%	-3%	0%
COC(=O)c1c(C(=O)OC)c(-c2ccc(OC)cc2)n2c1CCC2	-3%	0.3%	.	10	?	-6%	0%	-5%	-6%
COc1ccc(Sc2nnc(Cc3ccccc3)c3ccccc23)cc1	9.2µM*	0.0%	?	.	i	?	?	23%	-18%
